Compound activity (PubChem BioAssay)
MEKK2 WT-MEK5 = raises or lowers MEK5 binding to wildtype human MEKK2 PB1 domain; Q9Y2U5; binding response (% of control), % at 10 µM; bead flow cytometry, Alexa488-MEK5 binding to MEKK2 WT; actives lie on both sides; actives 1.1% (n = 290,000); in the data active = binding response below about 67% or above about 130%
MEKK2mut PB1 HTS = signal of MEK5 binding to mutant human MEKK2 PB1 domain. actives 0.35% (n = 290,000). AID 1530. bead flow cytometry, Alexa488-MEK5 binding to MEKK2 mutant. percent response, % at 10 µM; in the data active = percent response above about 24%, passing the limit was not always enough; also: inactives centre near 1; some results filed as inactive read as strong as hits; reference of the scale not given here
GPR7 antag = antagonists of human GPR7 (neuropeptides B/W receptor 1); actives 1.1% (n = 290,000); AID 1861; inhibition, % at 4.4 µM; P48145; GPR7-expressing cells, fluorescence antagonist assay; in the data active = inhibition above about 16%, passing the limit was not always enough;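 also: cells stimulated with the agonist NPW; 0% = agonist with vehicle and 100% = vehicle without agonist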
PfM18AAP inh = blocks P. falciparum M18 aspartyl aminopeptidase; recombinant PfM18AAP, H-Glu-NHMec fluorogenic cleavage; inhibition, % at 7.35 µM; actives 1.2% (n = 290,000); AID 1822;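 active = inhibition above the campaign mean inhibition over all tested compounds plus 3 SD, cut at about 28% in these data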;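 also: 0% = plate median of test compound wells and 100% = 2 mM ZnCl2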
OXTR potentiate = potentiates the human oxytocin receptor response; CHO-OTR cells, Fluo-8 calcium fluorescence, potentiator mode; 0% = oxytocin EC15, 100% = EC100; actives 0.061% (n = 320,000); activation, % at 3 µM;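 active = activation above that plate's cutoff, the mean activation of tested compounds plus 3 SD, cut at about 6.6% in these data, passing the limit was not always enough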;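 also: 100% uses oxytocin at 75 nM as the full agonist control; some results filed as inactive read as strong as hits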
Target sequence (P30559 whole entry, looked up): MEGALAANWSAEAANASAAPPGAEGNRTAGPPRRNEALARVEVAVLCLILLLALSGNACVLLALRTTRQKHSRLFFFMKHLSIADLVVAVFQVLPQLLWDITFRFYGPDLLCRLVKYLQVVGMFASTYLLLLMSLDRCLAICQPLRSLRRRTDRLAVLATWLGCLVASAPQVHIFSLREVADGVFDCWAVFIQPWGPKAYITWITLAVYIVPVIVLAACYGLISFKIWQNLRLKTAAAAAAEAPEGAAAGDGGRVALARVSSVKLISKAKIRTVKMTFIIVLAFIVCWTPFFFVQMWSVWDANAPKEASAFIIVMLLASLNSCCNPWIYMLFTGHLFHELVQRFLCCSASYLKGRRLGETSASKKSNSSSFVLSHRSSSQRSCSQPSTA
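test system = CHO-OTR cells, human receptor | compound = single-point 3.0 µM | schedule = 6 min compound pre-incubation at room temperature, 100 s kinetic read | signal = Fluo-8 no-wash calcium dye fluorescence, excitation 470-495 nm, emission 515-575 nm | repeats = single well per compound, singlicate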
V1R ag counter = activates human V1a receptor in oxytocin agonist counter-screen. activation, % at 3 µM. actives 0.25% (n = 320,000). CHO-V1R cells, Fluo-8 calcium fluorescence, agonist mode; 0% DMSO, 100% 3 nM vasopressin. P37288;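 active = activation above the mean activation of all tested compounds plus 3 SD, per screening run, cut at about 20% in these data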;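 also: signal is peak over basal fluorescence ratio across a 100 second FLIPR read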
Target sequence (P37288 whole entry, looked up): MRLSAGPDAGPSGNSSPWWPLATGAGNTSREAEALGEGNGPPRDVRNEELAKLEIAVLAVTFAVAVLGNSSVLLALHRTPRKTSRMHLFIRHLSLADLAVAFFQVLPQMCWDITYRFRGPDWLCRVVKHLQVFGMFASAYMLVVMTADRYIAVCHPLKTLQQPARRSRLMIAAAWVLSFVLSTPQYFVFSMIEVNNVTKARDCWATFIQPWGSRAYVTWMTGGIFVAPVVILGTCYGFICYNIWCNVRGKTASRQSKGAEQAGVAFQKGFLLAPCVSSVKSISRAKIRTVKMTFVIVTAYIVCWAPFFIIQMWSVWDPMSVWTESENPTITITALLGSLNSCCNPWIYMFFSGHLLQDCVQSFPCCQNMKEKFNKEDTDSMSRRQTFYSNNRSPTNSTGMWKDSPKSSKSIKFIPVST
NALP1 yeast inh = inhibitors of NALP1 inflammasome in yeast | actives 0.61% (n = 280,000) | inhibition, % at 10 µM | S. cerevisiae NALP1/ASC/caspase-1 growth, X-gal OD620, 72 h; in the data active = inhibition mostly above about 24%, no sharp cut-off; inactive = mostly below about 32%; also: some compounds called inactive have numbers as strong as hits
GalR3 antag = human GalR3 antagonism; O60755; HEK293 GalR3-CNG cAMP membrane potential fluorescence; galR3 body fused to GalR1 C-terminus; inhibition, % at 3 µM; actives 0.44% (n = 360,000);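 active = inhibition above the screen-wide average plus 3 SD, cut at about 13% in these data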;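 also: forskolin and galanin both at EC90 stimulate the cells; cAMP rise reported by CNG channel membrane potential dye signal; 0% = forskolin plus galanin with DMSO and 100% = forskolin alone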
OXTR agonist = human OXTR agonism; CHO-OTR cells, Fluo-8 calcium fluorescence; normalized: DMSO 0%, oxytocin 100%; P30559; actives 0.32% (n = 320,000); activation, % at 3 µM;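 active = activation above the mean of all tested compounds plus 3 SD, cutoff set per screening run, cut at about 20% in these data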;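 also: peak over basal fluorescence ratio from a 100 s FLIPR kinetic read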
An asterisk follows results filed as active; x = not tested or not shown.

cpd	SMILES	MEKK2 WT-MEK5	MEKK2mut PB1 HTS	GPR7 antag	PfM18AAP inh	OXTR potentiate	V1R ag counter	NALP1 yeast inh	GalR3 antag	OXTR agonist
1	Cc1ccc(C)c(NC(=O)Cn2nnc(C(=O)Nc3c(C)cccc3C)c2N)c1	x	x	11	-9	-4	1.5	-2	0	2.7
2	COc1ccc2c(c1)c(C(C)=O)c(C)n2CCc1ccccc1	96	-5	-13	4	-8	1.5	8	-13	4.1
3	CCOc1cc(/C=N/NC(=O)c2ccc3c(c2)OCCO3)cc(Br)c1O	100	2	2	7	-3	0.4	19	-6	1.5
4	Cc1ccn(CC(=O)NC2CCCN(Cc3ccc(CC(C)C)cc3)C2)n1 (stereo unspecified)	108	6	-22	-7	-4	3.3	8	-2	1.2
5	Cc1cccc(CCNC(=O)CCNS(=O)(=O)c2cc(Br)cnc2N)c1	99	1	-1	-6	-6	1.9	4	0	2.2
6	Cc1ccc(S(=O)(=O)N(C)C)cc1NC(=O)c1cc(-c2ccncc2)nc2ccccc12	x	x	x	x	-5	0.0	x	1	-0.1
7	O=C1CCCc2oc3ccc(NS(=O)(=O)c4cccc5cccnc45)cc3c21	98	-5	-11	-11	-13	9.4	0	-12	7.5
8	CC1CCCCN1C(=O)CSc1nc2ccccc2[nH]1 (stereo unspecified)	126	6	-14	-4	-7	-0.2	-8	-3	-1.2
9	C[C@]1(CO)CCC[C@@]2(C)C1CC[C@@H](CO)[C@@H]2CCc1ccoc1 (stereo partly specified)	105	11	16	-2	-10	3.2	27	-8	3.6
10	O=C1CSC(c2ccccc2F)N1c1cc(Cl)ccc1O (stereo unspecified)	95	2	-1	7	-11	0.8	17	-3	1.0
11	Cc1ccc(S(=O)(=O)N2CCC(C(=O)C3C(=O)CC(C)(C)CC3=O)CC2)cc1	94	-7	1	-11	-4	-0.1	4	-5	-0.8
12	COc1ccc(CNC(=O)c2ccc3c(c2)N(C)CCS3)cc1	99	-1	9	15	-4	0.1	1	x	-0.9
13	C=CC[C@@H](CC(=O)N[C@@H](CO)Cc1ccccc1)C(=O)N[C@H](COC(=O)[C@H](CC=C)CC(=O)OC(C)(C)C)Cc1c[nH]c2ccccc12	x	x	x	x	-7	1.3	x	-8	1.1
14	Nc1nc(-c2ccc(NC(=O)c3ccco3)cc2)cs1	98	13	-2	3	1	0.6	5	-6	-0.8
15	COc1cc(CNC2CCCCCC2)cc(OC)c1O	x	x	-13	2	-2	-0.1	-21	-7	0.0
16	Cc1nn(CC(=O)Nc2ccc3nc4n(c(=O)c3c2)CCCC4)c(C)c1[N+](=O)[O-]	104	6	-2	-2	-9	1.5	-1	2	-0.3
17	Fc1ccccc1CCNc1c2c(nc3ncnn13)CCCC2	102	6	-8	-11	-9	5.3	-9	-6	5.6
18	Cc1cc(C(=O)COC(=O)CCC(=O)c2ccc3c(c2)OCCO3)c(C)n1Cc1ccco1	107	4	0	-5	-8	0.7	-12	-1	-0.7
19	COc1cc(-c2nn3c(-c4cccnc4)nnc3s2)cc(OC)c1OC	100	2	-16	17	-5	0.8	7	3	0.6
20	CCN(CC(=O)Nc1ccc(OC)cc1)C(=O)CSCc1c(C)noc1C	x	x	x	x	8	-0.3	x	-5	-0.1
21	COC(=O)c1cc(COC(=O)c2cccnc2SC)oc1C	97	2	-20	-21	-12	-0.5	12	-4	-2.7
22	Cc1ccc(S(=O)(=O)N2CCOCC2)cc1C(=O)OCC(=O)N1CCCC1=O	x	x	x	x	-3	2.6	x	-5	1.6
23	Cc1cc(NC(=O)CSc2nnc(C3CC3)n2N)no1	x	x	-8	0	3	-0.6	-2	3	1.0
24	O=C(/C=C/c1ccco1)N1CCN(S(=O)(=O)c2ccc(F)c(F)c2F)CC1	99	1	-8	3	-11	-0.1	-1	3	-0.9
25	CCOc1ccc(N(CC(=O)NCc2ccccc2OC)S(C)(=O)=O)cc1	99	-4	-4	-9	6	0.0	-4	-5	-0.3
26	O=C(CN1C2=NCCCN2c2ccccc21)c1ccc2c(c1)OCO2	106	3	-1	-1	-2	0.7	13	-1	1.4
27	Cc1nn(Cc2ccc(Cl)cc2Cl)c(Cl)c1/C=C/C(=O)OCC(=O)NCC(F)(F)F	103	2	5	-2	0	0.3	1	-2	2.3
28	CN1CCN(C(=O)C2=C[C@@H](c3csc4ccccc34)C[C@@H](OCCCCO)O2)CC1	101	2	-6	-4	-1	1.0	0	-7	1.8
29	O=C1c2ccsc2SCCN1Cc1ccc(F)cc1	104	7	2	-11	-6	-0.6	13	-11	-1.7
30	Clc1cc(Cl)cc(Nc2ncn[nH]2)c1	76	-10	-14	45*	-11	1.7	37	-5	2.3
31	CSc1cccc(NCc2ccc([N+](=O)[O-])cc2)c1	85	-2	-3	0	-15	-0.7	4	-2	-2.8
32	COc1ccc(C2C3=C(CCCC3=O)Nc3n[nH]c(C)c32)cc1OC (stereo unspecified)	98	9	-6	-6	-4	-0.1	26	4	0.6
33	COc1ccc(C(=O)Nc2ccccn2)cc1	113	4	-11	0	1	1.2	-58	3	0.8
34	O=C(O)c1cc(NCc2ccc(F)cc2)ccc1N1CCOCC1	104	14	1	6	-2	0.1	35	-3	0.2
35	CC(C)C(NC(=O)c1ccc(Br)cc1)C(=O)NC1=NCCS1 (stereo unspecified)	99	-4	3	-4	1	0.3	16	-4	-0.6
36	CC(C)(C)OC(=O)N1CCCC1C(=O)NCCc1ccccc1 (stereo unspecified)	102	2	-4	-9	-4	-0.2	0	-4	-1.3

In another format: four of the compounds above.
3. CCOc1cc(/C=N/NC(=O)c2ccc3c(c2)OCCO3)cc(Br)c1O
  MEKK2 WT-MEK5 = 100	MEKK2mut PB1 HTS = 2	GPR7 antag = 2	PfM18AAP inh = 7	OXTR potentiate = -3	V1R ag counter = 0.4	NALP1 yeast inh = 19	GalR3 antag = -6	OXTR agonist = 1.5

4. Cc1ccn(CC(=O)NC2CCCN(Cc3ccc(CC(C)C)cc3)C2)n1 (stereo unspecified)
  MEKK2 WT-MEK5 = 108	MEKK2mut PB1 HTS = 6	GPR7 antag = -22	PfM18AAP inh = -7	OXTR potentiate = -4	V1R ag counter = 3.3	NALP1 yeast inh = 8	GalR3 antag = -2	OXTR agonist = 1.2

5. Cc1cccc(CCNC(=O)CCNS(=O)(=O)c2cc(Br)cnc2N)c1
  MEKK2 WT-MEK5 = 99	MEKK2mut PB1 HTS = 1	GPR7 antag = -1	PfM18AAP inh = -6	OXTR potentiate = -6	V1R ag counter = 1.9	NALP1 yeast inh = 4	GalR3 antag = 0	OXTR agonist = 2.2

6. Cc1ccc(S(=O)(=O)N(C)C)cc1NC(=O)c1cc(-c2ccncc2)nc2ccccc12
  MEKK2 WT-MEK5 = x	MEKK2mut PB1 HTS = x	GPR7 antag = x	PfM18AAP inh = x	OXTR potentiate = -5	V1R ag counter = 0.0	NALP1 yeast inh = x	GalR3 antag = 1	OXTR agonist = -0.1

Next part:
cpd	SMILES	MEKK2 WT-MEK5	MEKK2mut PB1 HTS	GPR7 antag	PfM18AAP inh	OXTR potentiate	V1R ag counter	NALP1 yeast inh	GalR3 antag	OXTR agonist
37	CSCCC(NC(=O)c1ccccc1)C(=O)N/N=C(\C)c1ccccc1 (stereo unspecified)	104	0	-5	-7	0	1.4	21	-2	-1.5
38	CC(=O)Nc1ccc(NC(=O)c2ccccc2F)cc1	101	-4	-9	-5	-1	0.6	12	-2	-0.3
39	CC(=O)c1c(C)[nH]c(C(=O)CSc2nc3ccccc3c(=O)n2CCCO)c1C	x	x	-7	-1	-32	1.2	-2	-5	-0.5
40	Nc1nonc1/C(=N/O)N1CCN(CCO)CC1	99	0	-8	1	-6	0.5	2	-3	0.5
41	O=C(COC(=O)c1c(Cl)cccc1Cl)Nc1cccc(S(=O)(=O)NC2=NCCCCC2)c1	x	x	x	x	-8	4.2	x	-1	2.6
42	COc1ccc(-c2nn(-c3ccccc3)cc2C2CC(c3cccs3)=NN2C(=O)CCCC(=O)O)cc1 (stereo unspecified)	x	x	-12	-6	-12	7.3	20	0	7.5
43	COc1ccccc1N1C(=O)CC(Sc2nc(C)cc(C)n2)C1=O (stereo unspecified)	105	4	3	1	-4	0.1	18	0	1.0
44	CCC(OC(=O)CC1Sc2ccccc2NC1=O)C(=O)NCC1CCCO1 (stereo unspecified)	95	0	0	7	-3	0.3	20	0	0.9
45	Cc1c(CCC(=O)O)c(=O)oc2c(C)c(OCc3cc4c(cc3Cl)OCO4)ccc12	92	-5	0	-5	-10	0.6	x	-4	1.6
46	CCCCNC(=O)c1c(CSc2ccccc2)noc1C(=O)NCc1ccccc1	92	4	x	x	-14	1.0	-6	-3	0.6
47	O=C(c1ccc(C(F)(F)F)cc1)C1CCCN(C(=O)Cn2cnnn2)C1 (stereo unspecified)	98	-8	5	-1	-2	2.3	23	2	1.4
48	Cc1cc(=O)c2ccccc2n1CC(=O)NCc1ccccc1	102	0	-7	1	-11	9.7	23	-14	9.7

3 entries out of the list above, ordered by the number in OXTR potentiate, smallest number first.
entry	smiles	MEKK2 WT-MEK5	MEKK2mut PB1 HTS	GPR7 antag	PfM18AAP inh	OXTR potentiate	NALP1 yeast inh	GalR3 antag
42	COc1ccc(-c2nn(-c3ccccc3)cc2C2CC(c3cccs3)=NN2C(=O)CCCC(=O)O)cc1 (stereo unspecified)	x	x	-12	-6	-12	20	0
40	Nc1nonc1/C(=N/O)N1CCN(CCO)CC1	99	0	-8	1	-6	2	-3
38	CC(=O)Nc1ccc(NC(=O)c2ccccc2F)cc1	101	-4	-9	-5	-1	12	-2

Next part.
cpd	SMILES	MEKK2 WT-MEK5	MEKK2mut PB1 HTS	GPR7 antag	PfM18AAP inh	OXTR potentiate	V1R ag counter	NALP1 yeast inh	GalR3 antag	OXTR agonist
49	CCOC(=O)N1CCC(NC(=O)C2CCC(CNS(=O)(=O)c3ccc(OC)cc3)CC2)CC1 (stereo unspecified)	95	-8	-5	7	x	x	4	-4	x
50	O=C(CSc1nnnn1-c1ccc(O)cc1)c1ccc(F)cc1	102	-2	-10	-1	-8	4.0	x	1	3.2
51	CC1=Nc2ccccc2/C1=C/c1c(N)n2c(S(=O)(=O)C(C)C)nsc2nc1=O	78	-18	-2	13	2	0.7	2	0	-0.7
52	COc1ccc(NC(=O)COC(=O)C2CCC(C(C)(C)C)CC2)c([N+](=O)[O-])c1 (stereo unspecified)	106	3	-11	-14	-3	0.6	22	0	-0.6
53	COc1ccc(OC)c(N=c2oc3c(OC)cccc3cc2C(=O)NCc2ccco2)c1	87	-7	x	x	-2	0.6	4	-5	0.8
54	CC(C)OC(=O)c1cn(-c2ccccc2)nc1-c1ccc2c(c1)OCCO2	111	7	-38	-4	-10	0.8	-10	-3	1.2
55	COc1ccc(C)cc1-n1c(SCC(=O)Nc2cc(C)on2)nc2ccccc2c1=O	111	6	-3	2	1	-1.0	10	4	-1.6
56	Cc1nnn(C23CC4CC(CC(CC(=O)Nc5cccc(F)c5)(C4)C2)C3)n1	97	-2	8	1	-7	1.3	29*	-5	-1.0
